# Compound activity from PubChem BioAssay.
# ERAP1 inh = inhibitors of human ERAP1 aminopeptidase; hit rate 0.15% among 340,000; inhibition, % at 10.7 µM; AID 652197; recombinant ERAP1, Leu-AMC fluorescence, 60 min;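 active = mean replicate inhibition of at least 30%, or all replicates individually reaching that 30% level; inactive = mean below 30% and not every replicate reaching it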;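 also: 0% = neutral control wells and 100% = L-leucinethiol positive control wells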
# Target sequence (Q9NZ08 whole entry, looked up): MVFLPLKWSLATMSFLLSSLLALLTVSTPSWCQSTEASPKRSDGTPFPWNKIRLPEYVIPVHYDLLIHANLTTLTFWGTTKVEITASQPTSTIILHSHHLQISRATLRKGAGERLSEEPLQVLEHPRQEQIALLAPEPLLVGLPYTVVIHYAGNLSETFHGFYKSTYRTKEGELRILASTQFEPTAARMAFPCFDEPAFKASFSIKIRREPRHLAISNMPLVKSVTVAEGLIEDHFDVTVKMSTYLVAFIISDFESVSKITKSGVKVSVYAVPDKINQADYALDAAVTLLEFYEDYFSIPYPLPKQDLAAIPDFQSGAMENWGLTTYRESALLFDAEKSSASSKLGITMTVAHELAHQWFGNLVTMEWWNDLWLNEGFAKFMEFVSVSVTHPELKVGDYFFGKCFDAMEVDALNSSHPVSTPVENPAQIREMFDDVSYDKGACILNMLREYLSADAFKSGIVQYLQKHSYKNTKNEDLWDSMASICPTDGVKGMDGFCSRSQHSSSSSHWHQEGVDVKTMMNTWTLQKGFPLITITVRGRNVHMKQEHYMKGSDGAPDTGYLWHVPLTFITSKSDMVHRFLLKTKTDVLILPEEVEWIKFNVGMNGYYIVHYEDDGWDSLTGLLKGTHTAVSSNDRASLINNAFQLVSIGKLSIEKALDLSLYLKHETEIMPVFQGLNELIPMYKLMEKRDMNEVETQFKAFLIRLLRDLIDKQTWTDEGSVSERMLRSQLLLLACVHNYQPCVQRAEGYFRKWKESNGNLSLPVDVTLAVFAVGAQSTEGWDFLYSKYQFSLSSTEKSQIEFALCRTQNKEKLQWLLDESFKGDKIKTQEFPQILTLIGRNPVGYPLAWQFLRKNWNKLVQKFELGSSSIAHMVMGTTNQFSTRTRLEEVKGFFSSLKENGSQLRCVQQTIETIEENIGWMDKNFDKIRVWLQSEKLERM
# PAX8 inh HTS = inhibitors of PAX8 transcriptional activity in RMG-I cells | RMG-I TPO-luciferase reporter, SteadyGlo, 24 h | inhibition, % at 12.6 µM | hit rate 1.2% among 360,000 | AID 652154;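 active = mean replicate inhibition at least 60% with every replicate also reaching 60%; inconclusive = only one of the two criteria is met; inactive = mean below 60% and not all replicates reaching 60%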;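 also: luciferase light reporting Pax8 driven TPO promoter activity; plate controls were median of neutral control wells for no effect and mitoxantrone controls for full effect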
# PGC1a acetyl inh = modulators of PGC1a acetylation; U2OS PGC1a acetylation, AlphaScreen anti-acetyl-lysine; with virally co-expressed GCN5 acetyltransferase; inhibition, % at 15.6 µM; hit rate 0.17% among 350,000; AID 651687;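 active = every replicate shows inhibition of at least 40%; inconclusive = mean inhibition at least 40% but some replicate below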;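 also: 0% = neutral control wells and 100% = positive control wells; some results beyond the cut were filed as inactive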
# FN deposit inh = fibronectin deposition inhibition. AH1F fibroblasts, Alexa488-fibronectin deposition fluorescence, overnight. inhibition, % at 12.6 µM. hit rate 0.086% among 350,000;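 active = mean inhibition across replicates of 30% or more, regardless of how many single replicates reach that level; inconclusive = mean under 30% yet at least half of replicates reach 30%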;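 also: positive control wells lacked labelled fibronectin entirely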
#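 Measured by – fluorescence 485/525 nm · System – AH1F fibroblast monolayer, labelled fibronectin deposition · Amount – 10000 cells per well · Buffer or medium – serum-reduced DMEM (2% serum) · Doses – single dose, pinned · Also added – fluorescent fibronectin at 24 nM final · Schedule – 1 h cell attachment, overnight exposure to compound and label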
# EWS-Fli inh = blocks EWS/Fli oncoprotein-driven transcription; A673 NR0B1-luciferase reporter, viability-normalised; inhibition, % at 12.6 µM; hit rate 0.67% among 350,000;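 active = mean inhibition of at least 50% after viability correction, with every replicate also passing that limit; inconclusive = mean reaches 50% but only one of two replicates passes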;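 also: firefly luciferase signal divided by Alamar Blue viability fluorescence both relative to DMSO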
# PglD DTNB = PglD (C. jejuni) enzyme inhibition. hit rate 0.098% among 360,000. inhibition, % at 12.5 µM. purified PglD enzyme, DTNB colorimetric CoA detection; in the data active = inhibition above about 16%, passing the limit was not always enough; inconclusive = no clear call, values can overlap the other calls; also: strong numbers were not always called active
# S100A4 inh HTS = blocks human S100A4 binding to myosin IIA peptide; P26447; hit rate 0.14% among 360,000; inhibition, % at 10.7 µM; AID 652163; S100A4/TAMRA-MyoIIA peptide fluorescence polarization;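 active = mean inhibition of at least 70% across replicates, with every replicate also reaching that level; inconclusive = mean inhibition reaches 70% but some replicates fall short; inactive = mean inhibition below 70%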
# Target sequence (P26447 whole entry, looked up): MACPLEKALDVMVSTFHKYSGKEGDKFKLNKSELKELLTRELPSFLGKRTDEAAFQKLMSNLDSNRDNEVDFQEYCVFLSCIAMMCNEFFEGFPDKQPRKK
#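 Material: human S100A4 monomer with TAMRA-labelled myosin IIA peptide; buffer or medium: HEPES pH 7.2 with CaCl2, KCl, NaCl, DTT, Triton; compound dosing: one concentration per compound; schedule: 5 min incubation before reading; benchmarks: neutral control DMSO, positive control TFP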
# LGR2 antag = Drosophila LGR2 receptor signaling inhibition; hit rate 0.35% among 380,000; AID 720647; inhibition, % at 9.99 µM; HEK293 LGR2, CRE-luciferase, bursicon-stimulated, 4 h;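 active = drop in luminescence signal, shown as inhibition above about 50% in the replicate tests, limit read from the data, passing the limit was not always enough; inconclusive = probably only some replicates passing the limit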;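 also: agonist challenge used bursicon conditioned medium at about half maximal strength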
# Starred values were filed as active, the others as inactive; ? = inconclusive; nt = not tested or not shown; & = joins results of further samples.
mol,ERAP1 inh,PAX8 inh HTS,PGC1a acetyl inh,FN deposit inh,EWS-Fli inh,PglD DTNB,S100A4 inh HTS,LGR2 antag
CNc1cncc(-c2ccc(S(C)(=O)=O)cc2)n1,-14.4,nt,-1.9,-2.2,-15.7,1.8,1.5,-14.3
CN(C[C@H]1[C@H](c2ccccc2)[C@@H](CO)N1CC1CC1)C(=O)c1ccccc1,1.3,-7.1,5.6,nt,5.6,0.2,12.4,-2.4
O=[N+]([O-])c1ccc(NN=C(c2ccccc2)c2ccccc2)nc1,-2.5,6.1,-14.0,0.7,1.9,-0.3,2.0,-1.6
CC(C)(C)OC(=O)C[C@H]1C/C=C\C[C@@H](CC(=O)N[C@@H](CO)Cc2ccccc2)C(=O)NC[C@H](c2ccccc2)OC1=O,6.0,9.1,-10.7,-6.6,8.3,-1.8,0.6,0.6
O=C(CSc1nnc(CNC(=O)c2cccs2)o1)c1ccc(Cl)cc1,nt,16.9,-8.8,1.4,nt,3.0,nt,nt
CC(C)(C)C(=O)N1CCN(c2ccc(NC(=O)c3ccc4c(c3)OCCO4)cc2)CC1,0.1,5.5,4.1,-13.4,0.3,0.7,-1.6,3.1
CC1(C)CC(=O)C2=C(C1)NC(=O)NC2c1ccccc1Cl (centres undefined),nt,10.6,4.5,-0.8,-8.9,-2.2,-1.8,-5.1
O=S(=O)(c1ccc(Cl)nc1)N1CCCC1,-5.0,9.5,7.9,-7.2,-2.9,0.2,-2.4,-5.3
CC(=O)Nc1ccc(-c2ccnc3c2CC(C(=O)NCc2ccco2)O3)cc1 (centres undefined),-0.2,?,nt,18.0,62.3*,4.0,0.9,-9.9
O=C(C1CCCCC1)N1CC2(C1)[C@H](c1ccccc1)[C@@H](CO)N2C(=O)NC1CCCC1,2.6,nt,nt,-4.3,-3.8,nt,6.3,-11.2
CCN(CC(=O)NCc1ccc(Cl)cc1)C(=O)c1ccc2cc(OC)ccc2c1,0.1,-2.1,-8.8,0.7,8.8,1.3,-2.0,0.5
N#Cc1ccc(NC(=O)CN2C(=O)NC3(CCCC3)C2=O)cc1,-1.2,-1.6,2.8,3.1,0.5,5.3,-1.0,-10.7
CCOc1ccc(NC(=O)c2cccnc2SC)cc1,5.0,-41.8,-7.4,14.3,-27.3,-4.3,0.3,-25.4
O=C(O)CSCC(=O)NC1CCCc2ccccc21 (centres undefined),nt,10.0,-3.4,0.7,1.4,5.8,1.0,-3.0
COCC(=O)Nc1ccc2c(c1)C(=O)N(C)C[C@@H](OC)[C@H](C)CN(CCc1ccccc1)[C@@H](C)CO2,1.4,9.1,8.6,-4.0,32.9,-1.2,7.7,10.3
C[C@@H]1CN([C@H](C)CO)C(=O)CCCn2nncc2CO[C@H]1CN(C)Cc1ccncc1,-2.9&-0.5&3.0,-8.4&-3.1,-2.0&0.4&2.6,-6.2&1.0,-3.0&-5.2&-3.1,3.4&0.5&3.1,3.0&-3.1&-4.4,1.9&-1.8
Cc1ccc(CNC(=O)c2cc(-c3ccccc3)nn2CC2CC(c3cccc([N+](=O)[O-])c3)=NO2)cc1 (centres undefined),-1.1,11.5,nt,-5.4,-9.5,0.9,0.8,1.4
O=C(NCc1ccc(F)cc1)[C@@H]1C[C@@H]2C(=O)N3CCC[C@H]3C(=O)N2[C@@H]1c1cccc(OCCO)c1,2.3,11.1,nt,nt,-12.4,4.9,14.3,nt
COc1ccc(C2(C)NC(=O)N(CC(=O)N3CCc4ccccc43)C2=O)cc1OC (centres undefined),-0.5,3.6,1.9,-7.9,4.5,-2.1,1.1,-6.7
COC(=O)C(C)NC(=O)COc1ccc2ccccc2c1 (centres undefined),1.2,-3.8,-5.4,4.0,-2.4,nt,-2.4,-15.7
Cc1ccc(-c2ccc3c(c2)O[C@H](CN(C)C(=O)C2CCC2)[C@H](C)CN([C@H](C)CO)S3(=O)=O)cc1,1.6,nt,8.0,nt,-6.4,1.4,4.5,-3.8
Cc1ccccc1NC(=O)c1ccc(Cl)c(NC(=O)c2cccnc2)c1,-2.2,-0.1,nt,-6.8,-9.4,nt,-8.0,-40.8
C[C@H]1CN([C@@H](C)CO)C(=O)Cc2cc(NS(=O)(=O)c3ccc(F)cc3)ccc2O[C@H]1CN(C)Cc1ccncc1,0.4,-8.4,-4.1,-8.9,0.6,-1.0,12.7,-15.2
CCN1C(=O)CC2(C[N+]3(C)CCC2CC3)C1=O (centres undefined),6.3,8.0,nt,-3.2,-3.4,-0.1,-6.8,-4.9
Cc1ccc(C(NC(=O)c2cccc(S(=O)(=O)N3CCN(C)CC3)c2)c2ccccc2)cc1 (centres undefined),-0.3,-3.5,-7.3,0.6,1.5,3.7,1.2,23.0
C=C(C)Cn1c(N(CCO)Cc2ccccc2)nc2c1c(=O)[nH]c(=O)n2C,-1.0,-7.4,5.1,3.3,4.2,4.7,7.0,11.5
O=C(CNC(=O)c1ccco1)OCc1cccc(Cl)c1,nt,-11.6,-2.7,1.0,nt,0.4,nt,nt
C[C@H]1CN([C@@H](C)CO)C(=O)c2cc(NC(=O)Nc3ccc4c(c3)OCO4)ccc2O[C@H]1CN(C)S(C)(=O)=O,0.5,nt,-6.1,nt,0.9,5.0,1.5,2.6
Cc1ccc(NC(=O)CN(C)C(=O)COc2ccccc2-c2ccccc2)cc1,1.4,13.1,-2.6,-6.0,-5.1,1.4,1.8,9.3
O=S1(=O)CC(N2CCCC2)CN1Cc1cn(Cc2cccc(Cl)c2)nn1 (centres undefined),-1.5,-27.9,nt,2.4,-1.8,nt,-3.9,-8.6

# Single records, as listed above. Order of values: ERAP1 inh	PAX8 inh HTS	PGC1a acetyl inh	FN deposit inh	EWS-Fli inh	PglD DTNB	S100A4 inh HTS	LGR2 antag
# Listed for COc1ccc(C2(C)NC(=O)N(CC(=O)N3CCc4ccccc43)C2=O)cc1OC (centres undefined) : -0.5	3.6	1.9	-7.9	4.5	-2.1	1.1	-6.7
# Listed for O=C(CNC(=O)c1ccco1)OCc1cccc(Cl)c1 : nt	-11.6	-2.7	1.0	nt	0.4	nt	nt

# The list continues:
mol,ERAP1 inh,PAX8 inh HTS,PGC1a acetyl inh,FN deposit inh,EWS-Fli inh,PglD DTNB,S100A4 inh HTS,LGR2 antag
O=C(C[C@@H]1CC[C@@H]2[C@H](COC[C@@H](O)CN2Cc2ccc3c(c2)OCO3)O1)Nc1ccc(-c2ccccc2)cc1,nt,?,-9.0,-7.0,11.2,-1.7,nt,4.4
CCN(CC)S(=O)(=O)c1cccc(-c2nn(-c3ccccc3)cc2/C=C(\C#N)C(=O)NCc2ccco2)c1,nt,15.4,0.5,-1.1,nt,6.3,nt,15.5
N#CCc1cc2ccc3cccc4ccc(c1)c2c34,nt,-20.4,-1.0,2.5,-18.0,nt,-11.5,5.9
C[C@H]1CN([C@@H](C)CO)S(=O)(=O)c2ccc(-c3ccncc3)cc2O[C@@H]1CN(C)Cc1ccccn1,1.0,-5.6,0.1,nt,-3.6,-3.9,6.2,15.8
CC(C)(C)CN1C(N)=NC[C@H]1Cc1ccc(O)cc1,-2.5,-4.0,2.3,1.6,-10.8,-0.7,-9.2,-4.6
C[C@@H]1CN([C@@H](C)CO)C(=O)Cc2cc(NS(C)(=O)=O)ccc2O[C@H]1CN(C)Cc1ccncc1,0.8,-8.1,1.9,nt,0.6,3.7,1.6,12.1
C/C(=N/NC(=O)CNC(=O)c1cccnc1)c1ccccc1,0.3,-0.8,0.2,-3.6,7.1,-1.0,-1.0,-3.0
O=C(O)c1cccc(NS(=O)(=O)/C=C/c2ccccc2)c1,nt,-10.5,7.2,-2.6,nt,-1.6,nt,nt
S=C(NCCc1cccc(Cl)c1)NC1CCCCC1,-0.3,-255.8,-1.1,16.6,nt,-1.0,-1.7,-94.0
O=C(/C=C/c1ccccc1)Nc1ccc(NC(=O)c2cccs2)cc1,1.1,-3.4,-29.2,-2.5,-5.1,4.1,1.5,12.0
CC(=O)Nc1ccc(S(=O)(=O)Oc2cccc(/C=N/N=C3/NC(=O)C(CC(=O)O)S3)c2)cc1 (centres undefined),-19.7,4.2,10.9,0.2,-2.2,nt,-2.2,11.5
CN(CC(=O)Nc1c(Cl)cccc1Cl)C(=O)c1sccc1-c1ccccc1,4.7,nt,nt,8.1,0.2,nt,-1.4,-0.3
N#C/C(=C\c1ccc[nH]1)C(=O)Nc1ccccc1Cl,-2.1,-88.3,-1.8,0.9,nt,-2.4,4.1,-7.2
CCCN(C)C[C@H]1Oc2cc(C#CCC3CCCC3)ccc2S(=O)(=O)N([C@H](C)CO)C[C@H]1C,nt,-12.6,3.6,13.9,-7.6,nt,nt,14.9
CCC(=O)N1CCc2cc(Br)cc(S(=O)(=O)N3CCCC(C(=O)O)C3)c21 (centres undefined),3.4,-8.3,5.1,0.3,2.9,-2.3,-10.3,-4.7
COc1cccc(CNC(=O)C[C@H]2CC[C@@H](NS(=O)(=O)c3ccccc3OC)[C@H](CO)O2)c1,1.6,4.8,4.3,nt,2.1,0.0,-23.7,-2.7
C[C@H](CO)N1C[C@H](C)[C@H](CN(C)Cc2ccc(Oc3ccccc3)cc2)Oc2ccc(NC(=O)CCCN(C)C)cc2C1=O,5.1,-3.6,-5.1,nt,nt,-7.6,4.7,-16.8
CCCNC(=O)c1cc2c(c(-c3cccc(-c4ccc(F)cc4)c3)n1)[C@H](CCO)N([S@@](=O)C(C)(C)C)C2,-1.7,10.1,-35.7,6.2,-4.5,-1.4,-14.8,9.4
COc1ccc(C(CNC(=O)c2ccc(S(=O)(=O)N(C)C)cc2)N2CCCCC2)cc1 (centres undefined),nt,14.1,-8.8,4.8,2.7,nt,2.3,5.4
O=C(Cn1c(=O)oc2ccccc21)NCCc1ccccc1Cl,-5.0,-8.1,1.4,4.0,-8.6,-2.6,-1.0,-6.4
Cc1ccc(C(=O)COC(=O)CCCC(=O)NC2CCCCC2)cc1[N+](=O)[O-],nt,24.3,-7.3,1.0,nt,-2.9,nt,-14.4
O=c1[nH]c2ccccc2cc1CN(Cc1cccnc1)S(=O)(=O)c1ccc(Cl)cc1,2.7,20.7,nt,-5.2,-0.7,-2.1,4.8,17.5
O=C(C[C@H]1CC[C@@H](NC(=O)c2cccnc2)[C@H](CO)O1)NCCN1CCCCC1,0.1,-2.8,4.8,4.6,-1.1,-1.7,-4.9,-3.3
CCCC#Cc1cnc2c(c1)C(=O)N([C@H](C)CO)C[C@H](C)[C@@H](CN(C)C(=O)c1ccccc1)O2,-3.0,3.2,-9.8,-14.9,-9.5,3.5,-17.0,10.2
CS(=O)(=O)N1[C@@H](C#N)[C@@H](c2ccccc2-c2ccccc2F)[C@@H]1CO,-2.2,nt,7.4,-5.4,-4.5,nt,-1.7,30.3
CC1CCN(C(=O)COC(=O)c2ccc3c(c2)OCO3)CC1,0.9,-59.1,-3.8,nt,11.6,-0.1,-4.5,-16.4
CC(C)(CC(=O)O)CC(=O)NCc1c(Cl)cccc1Sc1ccc(Cl)cc1,-4.3,20.5,3.8,3.1,-6.3,-5.0,12.2,-1.3
CC(=O)N(C)C[C@H]1Oc2cc(-c3cccc(F)c3)ccc2S(=O)(=O)N([C@H](C)CO)C[C@H]1C,2.7,6.9,-9.5,2.0,9.4,-2.6,15.1,-2.5
